Source: PubChem BioAssay
Rv3671c protease: Rv3671c (M. tuberculosis) protease inhibition | inhibition, % at 5.96 µM | 320,000 tested, 0.048% active; in the data active = inhibition above about 38%;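 also: extracellular domain of Rv3671c used as enzyme; 0% = enzyme with DMSO and 100% = no enzyme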
Mtb FBA inh: inhibitors of M. tuberculosis fructose-bisphosphate aldolase. P9WQA3. purified M. tuberculosis FBA, fluorescence read-out. inhibition, % at 1 µM. 360,000 tested, 2.3% active. AID 588726; in the data active = inhibition above about 27%;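 also: 0% = vehicle and 100% = reference inhibitor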
Target sequence (P9WQA3 whole entry, looked up): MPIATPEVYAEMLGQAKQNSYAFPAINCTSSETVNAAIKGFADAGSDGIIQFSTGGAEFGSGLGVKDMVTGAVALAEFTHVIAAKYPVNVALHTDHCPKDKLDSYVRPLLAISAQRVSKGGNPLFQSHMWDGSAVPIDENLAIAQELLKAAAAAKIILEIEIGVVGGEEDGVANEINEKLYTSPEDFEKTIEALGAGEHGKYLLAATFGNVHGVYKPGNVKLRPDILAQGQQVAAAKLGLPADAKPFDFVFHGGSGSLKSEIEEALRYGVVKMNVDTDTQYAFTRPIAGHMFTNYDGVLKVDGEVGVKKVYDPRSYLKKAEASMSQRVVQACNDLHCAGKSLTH
BioA inh: BioA (M. tuberculosis) enzyme inhibition | purified M. tuberculosis BioA enzyme, plate reader | 360,000 tested, 0.096% active | AID 602481 | inhibition, % at 9.99 µM; in the data active = inhibition above about 40%
MazF activator: MazEF (E. coli) toxin RNase activation; activation, % at 20 µM; FAM/BHQ RNA-DNA oligo cleavage fluorescence, 5 h; 350,000 tested, 0.32% active; P0AE70; in the data active = activation above about 50%
Target sequence (P0AE70 whole entry, looked up): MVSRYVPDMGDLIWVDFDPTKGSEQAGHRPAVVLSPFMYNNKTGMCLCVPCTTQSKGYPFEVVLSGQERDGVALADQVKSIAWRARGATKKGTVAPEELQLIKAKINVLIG
Mtb UGM inh: blocks M. tuberculosis UGM enzyme | 320,000 tested, 0.06% active | inhibition, % at 10 µM | P9WIQ1 | purified UGM, fluorescence polarization probe displacement | AID 504406; in the data active = inhibition above about 10%, passing the limit was not always enough
SARS 3CLpro inh: SARS-CoV 3CLpro protease inhibition; recombinant SARS-CoV 3CLpro, quenched FRET peptide cleavage; inhibition, % at 6 µM; 290,000 tested, 0.14% active; AID 1706; in the data active = inhibition above about 12%
GDH-TPI inh: counter-screen for M. tuberculosis FBA inhibitors: GDH-TPI coupled enzymes; GDH-TPI coupled enzyme counterscreen, NADH absorbance; inhibition, % at 4.8 µM; 360,000 tested, 1.2% active; AID 588335; in the data active = inhibition above about 30%;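 also: 0% = DMSO wells and 100% = wells lacking the enzyme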
SSB-PriA inh: blocks PriA binding to SSB C-terminal tail; AlphaScreen SSBct-PriA binding, biotinylated peptide; inhibition, % at 33 µM; 430,000 tested, 0.6% active; AID 1272365; in the data active = inhibition mostly above about 37%, no sharp cut-off; inactive = mostly below about 20%;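 also: plate controls were negative control peptide for no effect and reference peptide for full effect; strong numbers were not always called active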
Vc quorum ag: induces V. cholerae light production without autoinducers. activation, % at 18.7 µM. AID 588436. 350,000 tested, 0.16% active. V. cholerae BH1578 lux reporter, luminescence, 6 h; in the data active = activation mostly above about 9.7%, no sharp cut-off; also: not every result past the cut was called active; inactives centre near 0; reference of the scale not given here
VHR inh abs: DUSP3 (human) phosphatase inhibition; P51452; inhibition, % at 13.3 µM; 290,000 tested, 0.52% active; recombinant VHR phosphatase, pNPP absorbance; in the data active = inhibition above about 50%; also: some compounds called inactive have numbers as strong as hits
Target sequence (P51452 whole entry, looked up): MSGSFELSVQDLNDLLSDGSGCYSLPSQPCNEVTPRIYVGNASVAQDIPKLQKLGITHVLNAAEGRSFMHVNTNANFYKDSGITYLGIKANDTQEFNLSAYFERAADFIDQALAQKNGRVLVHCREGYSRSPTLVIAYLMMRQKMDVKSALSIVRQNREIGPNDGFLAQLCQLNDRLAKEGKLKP
Active calls of the source: *; & = joins results of further samples. This is a subset; rates above refer to the full screens.

CCCCCOc1ccc(/C=c2\sc3nc(=O)c(-c4ccccc4)nn3c2=O)cc1OC was read as Rv3671c protease 4, Mtb FBA inh 5, MazF activator 44, Mtb UGM inh 1.0, SARS 3CLpro inh 5, GDH-TPI inh 4, Vc quorum ag inactive and VHR inh abs 18.
COc1cccc(-n2c(C)n[nH]c2=O)c1 was read as Rv3671c protease 4, Mtb FBA inh 2, BioA inh -1.3, MazF activator 1, Mtb UGM inh -2.0, SARS 3CLpro inh -2, GDH-TPI inh -5, SSB-PriA inh -11, Vc quorum ag inactive and VHR inh abs 33.
Screening CC(OC(=O)c1ccc2ccccc2n1)C(=O)Nc1ccc(N2CCOCC2)cc1 (configuration not stated) returned Rv3671c protease -5, Mtb FBA inh -3, BioA inh -0.5, MazF activator 5, Mtb UGM inh 0.0, SARS 3CLpro inh 1, GDH-TPI inh 5, SSB-PriA inh -10, Vc quorum ag inactive and VHR inh abs 13.
COc1ccc(OCC(=O)N/N=C(/C)Cc2ccccc2)cc1 was read as Rv3671c protease 2, Mtb FBA inh -4, MazF activator -1, Mtb UGM inh 3.8, SARS 3CLpro inh 5, GDH-TPI inh 5, Vc quorum ag -2.7 and VHR inh abs -2.
For COc1ccc(CCC(=O)OCC(=O)Nc2sccc2C(N)=O)cc1 the results were Rv3671c protease 1, Mtb FBA inh 2, BioA inh -3.2, MazF activator 3, Mtb UGM inh 1.5, GDH-TPI inh 14, SSB-PriA inh 2 and Vc quorum ag inactive.
Screening COc1cc2c(cc1OC)C(C(=O)NCCN(C)C)C(c1cccs1)N(C)C2=O (configuration not stated) returned Rv3671c protease 7, Mtb FBA inh 5, MazF activator 4, Mtb UGM inh -2.1, SARS 3CLpro inh 4, GDH-TPI inh 2, SSB-PriA inh 23, Vc quorum ag -0.5 and VHR inh abs 21.
CC(C)(C)c1ccc(C(=O)Nc2nnc(SCC(=O)NCC3CCCO3)s2)cc1 (configuration not stated) was read as Rv3671c protease -3, Mtb FBA inh 0, BioA inh -0.7, MazF activator -3, Mtb UGM inh 0.5, SARS 3CLpro inh 0, GDH-TPI inh -6, SSB-PriA inh -3, Vc quorum ag 0.7 and VHR inh abs 4.
O=C(Nc1ccccc1C(F)(F)F)N1CCN(c2ccc3nnc(-c4ccc(F)cc4)n3n2)CC1 was read as Rv3671c protease -2, Mtb FBA inh 1, BioA inh -1.0, MazF activator -8, SARS 3CLpro inh -8, GDH-TPI inh -6, SSB-PriA inh 4, Vc quorum ag -0.2 and VHR inh abs 7.
Screening O=C(NCCc1ccc(Cl)cc1)C1CCN(S(=O)(=O)N2CCCC2)CC1 returned Rv3671c protease -10, Mtb FBA inh 1, BioA inh -1.9, MazF activator -6, Mtb UGM inh -1.8, SARS 3CLpro inh -1, GDH-TPI inh 0, SSB-PriA inh -12, Vc quorum ag -0.3 and VHR inh abs 20.
`COc1ccc(Cn2nnc3c(C)n[nH]c(=O)c32)cc1` gave Rv3671c protease 1, Mtb FBA inh -1, BioA inh 1.9, MazF activator -7, Mtb UGM inh -1.5, SARS 3CLpro inh 0, GDH-TPI inh 3, SSB-PriA inh 0, Vc quorum ag -0.4 and VHR inh abs -3.
O=C(CN1CCOCC1)N1c2ccccc2Sc2ccccc21 was read as Rv3671c protease 12, Mtb FBA inh -4, MazF activator 5, Mtb UGM inh -1.3, SARS 3CLpro inh -1, GDH-TPI inh -3, SSB-PriA inh -4, Vc quorum ag 0.6 and VHR inh abs 38.
CC1CC(C)(C)NC(=S)N1CCCC(=O)Nc1ccc(F)c(F)c1 (configuration not stated) was read as Rv3671c protease -2, Mtb FBA inh 2, MazF activator 0, Mtb UGM inh 0.1, SARS 3CLpro inh 3, GDH-TPI inh -2, SSB-PriA inh -1, Vc quorum ag inactive and VHR inh abs -18.
Screening Cn1nccc1NC(=O)Nc1cccc([N+](=O)[O-])c1 returned Rv3671c protease -1, Mtb FBA inh 0, MazF activator 9, Mtb UGM inh 0.1, SARS 3CLpro inh 0, GDH-TPI inh 3, SSB-PriA inh -6, Vc quorum ag -0.6 and VHR inh abs 8.
Screening Cc1ccc(C(=O)NCC(=O)Nc2ccc(S(=O)(=O)Nc3cc(C)nc(C)n3)cc2)cc1 returned Rv3671c protease -1, Mtb FBA inh 1, BioA inh 0.0, MazF activator -2, Mtb UGM inh -0.8, GDH-TPI inh 6, SSB-PriA inh -6 and Vc quorum ag inactive.
Screening OC(COCC1COc2ccccc2O1)CN1CCN(c2ccccn2)CC1 (configuration not stated) returned Rv3671c protease 9, Mtb FBA inh -3&-4, BioA inh -0.5&2.6, MazF activator 5&-12, Mtb UGM inh -2.4, SARS 3CLpro inh -3, GDH-TPI inh 6&-3, SSB-PriA inh 4, Vc quorum ag -4.5 and VHR inh abs 17.
For O=C(CSc1ccc2ccccc2c1)Nc1ncccn1 the results were Rv3671c protease -5, Mtb FBA inh 0, MazF activator 1, Mtb UGM inh 0.1, SARS 3CLpro inh 4, GDH-TPI inh 11, SSB-PriA inh -16, Vc quorum ag -0.3 and VHR inh abs 45.
Screening CCOC(=O)C1=C(N)n2c(s/c(=C\c3cccnc3)c2=O)=C(C(=O)OC)C1c1cccnc1 (configuration not stated) returned Rv3671c protease 3, Mtb FBA inh -13, BioA inh 0.4, MazF activator 18, Mtb UGM inh -6.4, SARS 3CLpro inh -7, GDH-TPI inh -9 and Vc quorum ag 0.4.
O=S(=O)(Nc1cccc(-n2cnnn2)c1)c1ccc(Cl)cc1 was read as Rv3671c protease 0, Mtb FBA inh 1, MazF activator 4, Mtb UGM inh 0.4, SARS 3CLpro inh 6, GDH-TPI inh 3, SSB-PriA inh -11, Vc quorum ag inactive and VHR inh abs 8.
Screening Nc1ccc2nc(CCc3ccccc3)[nH]c2c1 returned Rv3671c protease -14, Mtb FBA inh -2, MazF activator 7, Mtb UGM inh -0.3, SARS 3CLpro inh 0, GDH-TPI inh -6, SSB-PriA inh 3, Vc quorum ag -0.2 and VHR inh abs 8.
`Oc1cccc(-c2nc3ccc4ccccc4c3c3c2CCC3)c1` gave Rv3671c protease -81, Mtb FBA inh -1, MazF activator -12, Mtb UGM inh -4.5, SARS 3CLpro inh -4, GDH-TPI inh 8, SSB-PriA inh -8, Vc quorum ag inactive and VHR inh abs -23.
O=C(O)c1ccccc1/C=N/NC(=S)NCc1ccccc1 was read as Rv3671c protease -10, Mtb FBA inh 1, BioA inh -0.9, MazF activator 3, Mtb UGM inh 2.0, SARS 3CLpro inh -6, GDH-TPI inh 27, Vc quorum ag inactive and VHR inh abs -1.
COc1ccc(N2CCN(S(=O)(=O)CCNC(=O)c3cccs3)CC2)cc1 was read as Rv3671c protease 6, Mtb FBA inh 2, MazF activator 10, Mtb UGM inh -4.9, GDH-TPI inh -14, SSB-PriA inh 0 and Vc quorum ag -0.1.
`CC(C)Nc1ccc(Nc2ccccc2)cc1` gave Rv3671c protease -20, Mtb FBA inh -2, BioA inh 0.8, MazF activator 6, Mtb UGM inh 0.2, GDH-TPI inh 6, SSB-PriA inh 79 and Vc quorum ag inactive.
For O=S(=O)(Nc1ccccc1F)c1ccc(Cl)nc1 the results were Rv3671c protease -9, Mtb FBA inh -1, BioA inh -0.7, MazF activator 9, GDH-TPI inh 1, SSB-PriA inh 2 and Vc quorum ag inactive.
Screening Cc1ccc(NCc2nnc(SCC(=O)Nc3nnc(C)s3)n2C)cc1 returned Rv3671c protease 1, Mtb FBA inh 0, MazF activator 4, Mtb UGM inh -0.4, SARS 3CLpro inh -2, GDH-TPI inh -2, SSB-PriA inh 1, Vc quorum ag 0.8 and VHR inh abs 47.
Cc1[nH]n(CCC#N)c(=O)c1CC(=O)N1CCN(c2ccccc2)CC1 was read as Rv3671c protease -3, Mtb FBA inh -4, BioA inh -0.1, MazF activator -2, Mtb UGM inh -1.9, SARS 3CLpro inh -1, GDH-TPI inh 1, SSB-PriA inh -3 and VHR inh abs 17.
Screening Cc1ccc(C)c(OCCCC(C)(C)C(=O)O)c1 returned Rv3671c protease -5, Mtb FBA inh 1, BioA inh 0.0, MazF activator -8, Mtb UGM inh 0.3, SARS 3CLpro inh 4, GDH-TPI inh 7, SSB-PriA inh 0, Vc quorum ag 6.2 and VHR inh abs 32.
`COc1ccc(/C=C(/NC(=O)c2ccc([N+](=O)[O-])cc2)C(=O)NC(C)(C)C)cc1` gave Rv3671c protease 3, Mtb FBA inh -2, BioA inh -0.8, MazF activator -1, Mtb UGM inh -1.6, SARS 3CLpro inh 2, GDH-TPI inh 7, SSB-PriA inh -22, Vc quorum ag -2.0 and VHR inh abs 4.
For O=C(NC(Nc1ncccn1)C(=O)c1ccccc1)c1ccccc1 (configuration not stated) the results were Rv3671c protease 3, Mtb FBA inh -2, BioA inh -1.2, MazF activator 6, Mtb UGM inh -2.8, SARS 3CLpro inh 0, GDH-TPI inh -1, SSB-PriA inh -23, Vc quorum ag inactive and VHR inh abs -4.
For Cc1ccc(CN2CCC(CNC(=O)C3CCCN(c4ncnc5c4nc4n5CCCCC4)C3)CC2)cc1 (configuration not stated) the results were Rv3671c protease 3, Mtb FBA inh 0, BioA inh -4.2, MazF activator 15, Mtb UGM inh 0.5, SARS 3CLpro inh -3, GDH-TPI inh -1, SSB-PriA inh 6, Vc quorum ag -0.3 and VHR inh abs 28.
CCn1c2c(c(=N)c3c1CCC3)CCC2 was read as Rv3671c protease 4, Mtb FBA inh 2, MazF activator 4, Mtb UGM inh 5.1, SARS 3CLpro inh 2, GDH-TPI inh -6, SSB-PriA inh -14, Vc quorum ag -0.2 and VHR inh abs -2.
Cc1ccc(-c2csc(NC(=O)CSc3nc4ccccc4c(=O)n3CCCN(C)C)n2)cc1 was read as Rv3671c protease -6, Mtb FBA inh 4, MazF activator 0, Mtb UGM inh -1.5, SARS 3CLpro inh 3, GDH-TPI inh -8, SSB-PriA inh 55* and VHR inh abs -6.
Screening CCOC(=O)/C=c1\s/c(=C\c2ccc(C(=O)OC)cc2)c(=O)n1CC(=O)Nc1ccccc1 returned Rv3671c protease -8, Mtb FBA inh 0, BioA inh -3.9, MazF activator -24, Mtb UGM inh 3.0, SARS 3CLpro inh -4, GDH-TPI inh 9, Vc quorum ag 1.3 and VHR inh abs 1.
For Cc1ccc(NC(=O)CN(C)C(=O)c2cccnc2Nc2cccc(C(F)(F)F)c2)cc1 the results were Rv3671c protease -35, Mtb FBA inh -4, BioA inh -1.8, MazF activator 3, Mtb UGM inh 0.6, SARS 3CLpro inh 13*, GDH-TPI inh -2, SSB-PriA inh -21, Vc quorum ag inactive and VHR inh abs 18.
`COc1ccc(C(=O)NC2=NCCS2)c(OC)c1` gave Mtb FBA inh 1, BioA inh -1.0, MazF activator 13, Mtb UGM inh -1.4, SARS 3CLpro inh -4, GDH-TPI inh -3, SSB-PriA inh 0, Vc quorum ag inactive and VHR inh abs 15.
